Screening results from PubChem.
PMK inhibit: S. pneumoniae PMK inhibition; 65,000 tested, 0.49% active; purified PMK, PK/LDH-coupled NADH absorbance 340 nm; inhibition, % at 10 µM;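 active means top-ranked compounds by inhibition in the single 10 µM screen, taking a fixed number of the strongest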;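 further: 0% = full reaction with DMSO carrier and 100% = background rate without enzyme reaction; no value below 0 was filed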
Spn MK inh: inhibitors of Streptococcus pneumoniae mevalonate kinase; purified MK, PK/LDH-coupled NADH absorbance 340 nm; inhibition, % at 10 µM; 65,000 tested, 0.48% active; AID 555;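 active means ranked among the strongest by inhibition in the single 10 µM screen, a fixed top-ranked set picked for dose follow-up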; further: no value below 0 was filed
HPDE-C7 viability: HPDE-C7 pancreatic duct cell viability loss – fluorescence, HTS (AID 430) | HPDE-C7 pancreatic duct cells viability, fluorescence; higher % means a stronger effect | cytotoxicity, % at 10 µM, or EC50 in µM where a hit was titrated | 63,000 tested, 1.8% active;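 further: cells exposed to compound for 48 hours before viability readout; 0% = vehicle and 100% = reference cytotoxic drug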
Bfl-1 inhibitors: displacement of Bid BH3 peptide from Bfl-1 – biochemical, fluorescence polarization, FITC-Bid, mouse, primary screen (AID 432); FITC-Bid BH3 peptide fluorescence polarization displacement; higher % means a stronger effect; displacement, % at 20 µM, or IC50 in µM where a hit was titrated; 64,000 tested, 0.02% active; in the data active means a potency from the dose series; inactive means the rest, 99 in 100 with displacement below about 15%; further: strong numbers were not always called active
KRASV12 cytotoxicity: cytotoxicity in KRAS-transformed pancreatic duct cells, primary screen, cell-based, fluorescence, HTS (AID 431); HPDE-C7K KRASV12 cells, Alamar Blue viability, 48 h; higher % means a stronger effect; cytotoxicity, % at 10 µM, or EC50 in µM where a hit was titrated; 63,000 tested, 1.7% active;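 active means compounds whose percent cytotoxicity in the single-dose primary screen, scaled between solvent and toxic-drug controls, exceeds 50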;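 further: 0% = DMSO solvent wells and 100% = doxorubicin-treated wells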
DPM-DC inhibit: inhibitors of Streptococcus pneumoniae diphosphomevalonate decarboxylase. purified DPM-DC, PK/LDH coupled NADH fluorescence. calls only at 10 µM. 65,000 tested, 0.49% active;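 active means the 320 compounds with the highest percent inhibition in the single-dose primary screen, excluding strongly autofluorescent ones, cut at about 32% in these data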;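 further: kinetic rate of NADH fluorescence loss reporting ADP formed by the decarboxylase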
LYP phosphatase: inhibition of human PTPN22 tyrosine phosphatase – biochemical, DiFMUP fluorescence, recombinant catalytic domain, 10 µM, primary screen (AID 606); 52,000 tested, under 10 active; recombinant LYP catalytic domain, DiFMUP fluorescence; higher % means a stronger effect; inhibition, % at 10 µM, or IC50 in µM where a hit was titrated;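 active means IC50 under 40 µM in the dose-response test; inactive means IC50 of 40 µM or more, or never dose-tested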
Alkaline phosphatase: inhibition of tissue-nonspecific alkaline phosphatase – biochemical, luminescent (AID 518). purified TNAP enzyme, luminescent substrate readout; higher % means a stronger effect. one-dose inhibition, % at 20 µM; IC50 in µM for titrated hits. 64,000 tested, 0.09% active; in the data active means a potency from the dose series; inactive means the rest, 99 in 100 with inhibition below about 22%;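 further: plate controls were vehicle for no effect and reference inhibitor for full effect; many of its hits are not listed in these tables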
HT1080 viability: cytotoxicity in HT1080 fibrosarcoma cells, cell-based, fluorescence readout (AID 620) | HT1080 viability, fluorescence; higher % means a stronger effect | cytotoxicity, % at 10 µM; hits with a dose series show EC50 in µM | 87,000 tested, 0.42% active;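 further: cells exposed to compound overnight then 4 h with Alamar Blue; 0% = vehicle DMSO and 100% = killing control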
PMK inhibit pilot replicates: recorded beside PMK inhibit, whose call it bears; inhibition, %; measured here: pilot screen replicates
Spn MK inh pilot replicates: recorded beside Spn MK inh, whose call it bears; inhibition, %; measured here: pilot screen replicates
DPM-DC inhibit pilot screen %: second read-out of DPM-DC inhibit, no call of its own (marks repeat the call); inhibition, %; measured here: pilot screen trials
* = called active by the depositor. Unless noted, no stated cut-off is given here; in the data, active means cytotoxicity above about 50%; inactive means the rest.

Results for CCc1cccc2c1NC(=O)[C@]21[C@@H]2C(=O)N(Cc3ccccc3)C(=O)[C@@H]2[C@@H]2CCCN21 ?
PMK inhibit: 11; Spn MK inh: 8; HPDE-C7 viability: -18%; Bfl-1 inhibitors: -5%; KRASV12 cytotoxicity: -1%; DPM-DC inhibit: inactive; Alkaline phosphatase: 2%; HT1080 viability: -5%

Results for COc1ccc(CN(CC(=O)NC2CCCC2)C(=O)c2onc(C(N)=O)c2N)cc1 ?
PMK inhibit: 11; Spn MK inh: 0; HPDE-C7 viability: -7%; Bfl-1 inhibitors: -12%; KRASV12 cytotoxicity: 1%; DPM-DC inhibit: inactive; LYP phosphatase: 5%; Alkaline phosphatase: 15%; HT1080 viability: 26%

Results for COC(=O)c1cc(OC)c(OC)cc1NC(=O)CSc1nnc(-c2cccnc2)n1C ?
PMK inhibit: 3; Spn MK inh: 6; HPDE-C7 viability: 0%; Bfl-1 inhibitors: 0%; KRASV12 cytotoxicity: 11%; DPM-DC inhibit: inactive; LYP phosphatase: 5%; Alkaline phosphatase: 7%; HT1080 viability: 7%

Results for O=C(CCCC(=O)NCC1CCCO1)NCC1CCCO1 (stereo not drawn) ?
PMK inhibit: 3; Spn MK inh: 6; HPDE-C7 viability: -5%; Bfl-1 inhibitors: -2%; KRASV12 cytotoxicity: -15%; DPM-DC inhibit: inactive; LYP phosphatase: 10%; Alkaline phosphatase: 5%; HT1080 viability: -5%

Results for CCC(=O)N1CCCc2cc(S(=O)(=O)N3CCN(c4ncccn4)CC3)ccc21 ?
PMK inhibit: 5; Spn MK inh: 8; HPDE-C7 viability: -2%; Bfl-1 inhibitors: 3%; KRASV12 cytotoxicity: 2%; DPM-DC inhibit: inactive; LYP phosphatase: 1%; Alkaline phosphatase: 7%; HT1080 viability: 0%

What do the screens show for `O=C(c1ccco1)N1CCN=C1SCc1ccccc1Cl`?
PMK inhibit: 0; Spn MK inh: 2; HPDE-C7 viability: 0%; Bfl-1 inhibitors: -1%; KRASV12 cytotoxicity: 2%; DPM-DC inhibit: inactive; LYP phosphatase: -6%; Alkaline phosphatase: 12%; HT1080 viability: -2%

Results for CCC(=O)Nc1cccc(NC(=O)CSc2nnnn2Cc2ccccc2)c1 ?
PMK inhibit: 8; Spn MK inh: 7; HPDE-C7 viability: -5%; Bfl-1 inhibitors: -3%; KRASV12 cytotoxicity: -10%; DPM-DC inhibit: active; LYP phosphatase: -5%; Alkaline phosphatase: 7%; HT1080 viability: 5%

How did CCNC(=O)CN(CCc1ccccc1)S(C)(=O)=O do in these assays?
PMK inhibit: 8; Spn MK inh: 6; HPDE-C7 viability: -3%; Bfl-1 inhibitors: -7%; KRASV12 cytotoxicity: 0%; DPM-DC inhibit: inactive; Alkaline phosphatase: 8%; HT1080 viability: 2%

What do the screens show for `Cc1cccc(C)c1NC(=O)CSc1nnc(Cn2nnc(-c3ccccc3)n2)n1-c1ccccc1`?
PMK inhibit: 3; Spn MK inh: 5; HPDE-C7 viability: -29%; Bfl-1 inhibitors: 0%; KRASV12 cytotoxicity: -8%; DPM-DC inhibit: inactive; Alkaline phosphatase: 8%; HT1080 viability: 0%

Results for COc1ccccc1N1CCN(C(=O)Cc2cccs2)CC1 ?
PMK inhibit: 5; Spn MK inh: 0; HPDE-C7 viability: -2%; Bfl-1 inhibitors: -10%; KRASV12 cytotoxicity: -6%; DPM-DC inhibit: inactive; LYP phosphatase: -1%; Alkaline phosphatase: 3%; HT1080 viability: -5%

How did CCOCCc1c(O)nc(SCC(=O)NCc2ccco2)[nH]c1=O do in these assays?
PMK inhibit: 1; Spn MK inh: 3; HPDE-C7 viability: 6%; Bfl-1 inhibitors: -4%; KRASV12 cytotoxicity: -4%; DPM-DC inhibit: inactive; Alkaline phosphatase: 5%; HT1080 viability: -1%

Results for COc1ccc(CCNC(=O)CN2CCC(C(N)=O)CC2)cc1 ?
PMK inhibit: 0; Spn MK inh: 0; HPDE-C7 viability: 2%; Bfl-1 inhibitors: 6%; KRASV12 cytotoxicity: 2%; DPM-DC inhibit: inactive; Alkaline phosphatase: 4%; HT1080 viability: -1%

How did Cc1cc(C(=O)Cn2cncn2)c(C)n1CCc1ccc(F)cc1 do in these assays?
PMK inhibit: 20; Spn MK inh: 0; HPDE-C7 viability: -17%; Bfl-1 inhibitors: 2%; KRASV12 cytotoxicity: -8%; DPM-DC inhibit: inactive; LYP phosphatase: 19%; Alkaline phosphatase: 15%; HT1080 viability: -5%; PMK inhibit pilot replicates: 4.0; Spn MK inh pilot replicates: 0.0; DPM-DC inhibit pilot screen %: 0.0

Results for Cc1ccc2cc(C#N)c(N3CCCN(S(=O)(=O)c4ccccc4)CC3)nc2c1 ?
PMK inhibit: 9; Spn MK inh: 2; HPDE-C7 viability: -11%; Bfl-1 inhibitors: -2%; KRASV12 cytotoxicity: 8%; DPM-DC inhibit: inactive; Alkaline phosphatase: 7%; HT1080 viability: -6%

How did O=C(O)c1cc(S(=O)(=O)N2CCOCC2)c(Sc2ccccn2)cc1Sc1ccccn1 do in these assays?
PMK inhibit: 9; Spn MK inh: 2; HPDE-C7 viability: -12%; Bfl-1 inhibitors: 0%; KRASV12 cytotoxicity: -23%; DPM-DC inhibit: inactive; LYP phosphatase: 13%; Alkaline phosphatase: 0%; HT1080 viability: -1%

Results for CCOc1ccc2nc(SCC(=O)NC3CCS(=O)(=O)C3)[nH]c2c1 (stereo not drawn) ?
PMK inhibit: 6; Spn MK inh: 2; HPDE-C7 viability: 9%; Bfl-1 inhibitors: -3%; KRASV12 cytotoxicity: 6%; DPM-DC inhibit: inactive; Alkaline phosphatase: -1%; HT1080 viability: 1%

What do the screens show for `CCC(=O)Nc1ccc2c(c1)C(=O)N(C1CCCCC1)C2=O`?
PMK inhibit: 7; Spn MK inh: 1; HPDE-C7 viability: 3%; Bfl-1 inhibitors: -1%; KRASV12 cytotoxicity: 5%; LYP phosphatase: 12%; Alkaline phosphatase: 7%; HT1080 viability: 3%

Results for CCc1cc(=O)oc2cc(C)c(CN3CCCCC3)c(O)c12 ?
PMK inhibit: 0; Spn MK inh: 0; HPDE-C7 viability: 0%; Bfl-1 inhibitors: 5%; KRASV12 cytotoxicity: 1%; DPM-DC inhibit: inactive; Alkaline phosphatase: 17%; HT1080 viability: 0%

How did N#Cc1ccccc1NC1=CC(=O)CCC1 do in these assays?
PMK inhibit: 0; Spn MK inh: 0; HPDE-C7 viability: -14%; Bfl-1 inhibitors: -8%; KRASV12 cytotoxicity: -6%; DPM-DC inhibit: inactive; LYP phosphatase: 7%; Alkaline phosphatase: 0%; HT1080 viability: -3%

How did CCOC(=O)CSc1nc2c([nH]c3ccccc32)c(=O)n1C do in these assays?
PMK inhibit: 0; Spn MK inh: 9; HPDE-C7 viability: -4%; Bfl-1 inhibitors: 0%; KRASV12 cytotoxicity: -9%; DPM-DC inhibit: inactive; LYP phosphatase: 6%; Alkaline phosphatase: 5%; HT1080 viability: 2%

Results for COc1ccc(C(=O)c2ccc(OC)cc2O)c(O)c1 ?
PMK inhibit: 13; Spn MK inh: 9; HPDE-C7 viability: 25%; Bfl-1 inhibitors: -7%; KRASV12 cytotoxicity: 12%; DPM-DC inhibit: inactive; LYP phosphatase: 1%; Alkaline phosphatase: 16%; HT1080 viability: 5%

How did CC(C)NC(=O)CSc1nc2ccccc2n1CC(=O)N1CCc2ccccc21 do in these assays?
PMK inhibit: 8; Spn MK inh: 2; HPDE-C7 viability: 4%; Bfl-1 inhibitors: 3%; KRASV12 cytotoxicity: 5%; DPM-DC inhibit: inactive; LYP phosphatase: 12%; Alkaline phosphatase: 7%; HT1080 viability: 22%

What do the screens show for `COc1ccc(/C(O)=C2/C(=O)C(=O)N(CCCN(C)C)C2c2cccnc2)cc1` (stereo not drawn)?
PMK inhibit: 11; Spn MK inh: 10; HPDE-C7 viability: 1%; Bfl-1 inhibitors: -6%; KRASV12 cytotoxicity: 1%; DPM-DC inhibit: inactive; LYP phosphatase: -3%; Alkaline phosphatase: 13%; HT1080 viability: 7%

What do the screens show for `CCOC(=O)Nc1cccc2ccccc12`?
PMK inhibit: 6; Spn MK inh: 1; HPDE-C7 viability: -10%; Bfl-1 inhibitors: 0%; KRASV12 cytotoxicity: 1%; DPM-DC inhibit: inactive; LYP phosphatase: 9%; Alkaline phosphatase: 7%; HT1080 viability: 0%

Next part; the last two above are carried over.
What do the screens show for `COc1ccc(/C(O)=C2/C(=O)C(=O)N(CCCN(C)C)C2c2cccnc2)cc1` (stereo not drawn)?
PMK inhibit: 11; Spn MK inh: 10; HPDE-C7 viability: 1%; Bfl-1 inhibitors: -6%; KRASV12 cytotoxicity: 1%; DPM-DC inhibit: inactive; LYP phosphatase: -3%; Alkaline phosphatase: 13%; HT1080 viability: 7%

What do the screens show for `CCOC(=O)Nc1cccc2ccccc12`?
PMK inhibit: 6; Spn MK inh: 1; HPDE-C7 viability: -10%; Bfl-1 inhibitors: 0%; KRASV12 cytotoxicity: 1%; DPM-DC inhibit: inactive; LYP phosphatase: 9%; Alkaline phosphatase: 7%; HT1080 viability: 0%

What do the screens show for `O=C(Nc1ccccc1C(=O)N1CCOCC1)c1noc2c1CCCC2`?
PMK inhibit: 12; Spn MK inh: 15; HPDE-C7 viability: 7%; Bfl-1 inhibitors: -1%; KRASV12 cytotoxicity: -5%; DPM-DC inhibit: inactive; LYP phosphatase: 5%; Alkaline phosphatase: 10%; HT1080 viability: -2%

Results for O=S(=O)(Nc1ccc2c(c1)CCC2)c1cccs1 ?
PMK inhibit: 12; Spn MK inh: 6; HPDE-C7 viability: 18%; Bfl-1 inhibitors: 1%; KRASV12 cytotoxicity: 20%; DPM-DC inhibit: inactive; LYP phosphatase: -7%; Alkaline phosphatase: 9%; HT1080 viability: 10%

How did Nn1c(SCC(=O)Nc2ccc3c(c2)OCO3)nnc1-c1ccncc1 do in these assays?
PMK inhibit: 0; Spn MK inh: 13; HPDE-C7 viability: -10%; Bfl-1 inhibitors: -2%; KRASV12 cytotoxicity: -9%; DPM-DC inhibit: inactive; LYP phosphatase: 15%; Alkaline phosphatase: 12%; HT1080 viability: -10%

How did CCCCn1c(SCC(=O)c2ccc3c(c2)OCCO3)nnc1-c1ccco1 do in these assays?
PMK inhibit: 10; Spn MK inh: 1; HPDE-C7 viability: 1%; Bfl-1 inhibitors: 8%; KRASV12 cytotoxicity: 9%; DPM-DC inhibit: inactive; LYP phosphatase: -11%; Alkaline phosphatase: 14%; HT1080 viability: -2%; PMK inhibit pilot replicates: 1.0; Spn MK inh pilot replicates: 4.0; DPM-DC inhibit pilot screen %: 0.5

What do the screens show for `Cc1ccc(S(=O)(=O)CNC(=O)c2ccccc2)cc1`?
PMK inhibit: 4; Spn MK inh: 8; HPDE-C7 viability: -2%; Bfl-1 inhibitors: 0%; KRASV12 cytotoxicity: -10%; DPM-DC inhibit: inactive; Alkaline phosphatase: 4%; HT1080 viability: 1%

How did COc1ccc(NC(=O)N(CCCN2CCOCC2)Cc2cccnc2)c(OC)c1 do in these assays?
PMK inhibit: 4; Spn MK inh: 8; HPDE-C7 viability: -7%; Bfl-1 inhibitors: -4%; KRASV12 cytotoxicity: 0%; DPM-DC inhibit: inactive; Alkaline phosphatase: 2%; HT1080 viability: 2%
